Source: PubChem
TrxR1 inh = blocks rat thioredoxin reductase 1 | O89049 | recombinant rTrxR1, NADPH fluorescence consumption, selenite substrate | Potency, µM (titrated, usually from 114 µM), for the others: top-dose activity change, negative = inhibition, actives largely listed as inhibitors | actives 1% (n = 390,000) | AID 588453; also: potency is read from the fitted curve at half-maximal effect; % is scaled to controls: 0 for no effect and ±100 for the full control effect; nearly all actives have a fitted effect of over 65% in size
Target sequence (O89049 whole entry, looked up): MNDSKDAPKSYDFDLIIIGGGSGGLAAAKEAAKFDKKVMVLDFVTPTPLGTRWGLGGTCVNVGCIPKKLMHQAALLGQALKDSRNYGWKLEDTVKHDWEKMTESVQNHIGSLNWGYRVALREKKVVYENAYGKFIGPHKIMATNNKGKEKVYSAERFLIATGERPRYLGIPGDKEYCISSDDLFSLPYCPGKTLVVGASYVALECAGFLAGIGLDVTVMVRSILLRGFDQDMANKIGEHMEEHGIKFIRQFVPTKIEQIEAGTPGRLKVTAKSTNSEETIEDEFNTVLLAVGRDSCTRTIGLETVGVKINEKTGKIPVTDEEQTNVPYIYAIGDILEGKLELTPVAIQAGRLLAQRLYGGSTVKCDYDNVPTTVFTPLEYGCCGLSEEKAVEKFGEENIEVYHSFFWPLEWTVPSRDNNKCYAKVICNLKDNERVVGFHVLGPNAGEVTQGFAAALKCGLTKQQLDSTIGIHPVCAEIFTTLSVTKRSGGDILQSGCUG
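Rat TrxR1 (90 nM in the dispensed reagent) was pre-reduced with 400 uM NADPH for 5 min at room temperature, then incubated with compound for 15 min. After 400 uM selenite was added, NADPH fluorescence (Ex 340/Em 450 nm) was followed for 8 min.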
PI4K2A block = PI4K2A (human) kinase inhibition; Q9BTU6; purified PI4K2A, ADP-Glo luminescence, 1 h; stronger effect = lower value; activity change, negative = inhibition, % at 76.9 µM; actives 0.13% (n = 420,000); in the data active = activity change below about -50%; inconclusive = mostly about -30% to -49%;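 also: -100% = wells without enzyme as full effect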
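In this quantitative HTS, ADP production by PI4K2A was quantified luminescently after 1 h at ambient temperature; 100 microM adenosine served as plate-quality control.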
USP1-UAF1 inh = blocks the human USP1/UAF1 deubiquitinase complex. O94782. recombinant USP1/UAF1, Ub-Rhodamine cleavage fluorescence. Potency, µM (doses to about 57.1 µM), without a hit: top-dose activity change, negative = inhibition, actives largely listed as inhibitors. actives 0.23% (n = 390,000); also: potency is read from the fitted curve at half-maximal effect; % is scaled to controls: 0 for no effect and ±100 for the full control effect; nearly all actives have a fitted effect of over 60% in size; inactives centre near -12
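High-throughput fluorogenic screen: 1nM USP1/UAF1 complex, Ub-Rho substrate 150nM final, 50mM HEPES pH 7.8 with 0.5mM EDTA, 0.1 mg/ml BSA, 1mM TCEP and 0.01% Tween-20.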
Tb PGK inh = T. brucei PGK inhibition | P07378 | PGK/GAPDH coupled, Kinase-Glo luminescence, 60 min | actives 0.043% (n = 380,000) | Potency, µM (series often up to 57.5 µM), for the others: top-dose activity change, negative = inhibition, most hits filed as inhibitors; also: potency is read from the fitted curve at half-maximal effect; % is scaled to controls: 0 for no effect and ±100 for the full control effect; nearly all actives have a fitted effect of over 60% in size
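Luminescent ATP detection (Kinase-Glo Plus) follows a 60-minute room-temperature incubation, with wells lacking PGK as controls. Buffer: 100 mM TEA (pH 7.6), 5 mM MgCl2, 0.01% Tween-20. Coupling enzyme GAPDH (100 nM final) supplies unstable 1,3-BPG in-well.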
mIDH1 inhibitor = human IDH1 R132H inhibition. IDH1-R132H enzyme, NADPH consumption, diaphorase/resazurin fluorescence. actives 0.093% (n = 390,000). Potency, µM (top dose mostly 76.6 µM), for the others: top-dose activity change, negative = inhibition, actives largely listed as inhibitors. O75874. AID 602179; also: potency is read from the fitted curve at half-maximal effect; % is scaled to controls: 0 for no effect and ±100 for the full control effect; nearly all actives have a fitted effect of over 65% in size
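IDH1-R132H (0.5 ug/mL) preincubated 30 min with compound, then NADPH (0.016 mM) and alpha-KG (2 mM) added; 80 min at RT, pH 7.5. Remaining NADPH coupled via diaphorase/resazurin to fluorescence (540/590 nm); concentration-response curves normalized to no-enzyme control.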
TrxR1 substrate = rat thioredoxin reductase 1 substrate activity | purified TrxR1 substrate turnover, NADPH consumption readout | Potency, µM (top dose mostly 114 µM), without a hit: at the highest dose activity change, negative = substrate turnover | actives 0.01% (n = 390,000); also: potency is read from the fitted curve at half-maximal effect; % is scaled to controls: 0 for no effect and ±100 for the full control effect; nearly all actives have a fitted effect of over 50% in size
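Rat TrxR1, dispensed at 90 nM, was prereduced with 400 uM NADPH (final) for 5 min at ~22 deg C, then incubated with compound 15 min before 400 uM selenite. A first-read NADPH fluorescence drop versus no-compound background flagged substrates.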
GLS inhibitor = inhibitors of human glutaminase (GLS); Potency, µM (highest dose often 45.5 µM), for the others: at the top dose activity change, negative = inhibition, actives largely listed as inhibitors; AID 624170; GLS enzymatic activity, qHTS titration; actives 0.21% (n = 410,000); also: potency is read from the fitted curve at half-maximal effect; % is scaled to controls: 0 for no effect and ±100 for the full control effect
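hKGA in 45 mM KH2PO4 (pH 8.2), 0.02% Tween-20 with compound, then 1mM L-Glutamine (stock as added) plus glutamate oxidase/HRP/Amplex red coupling mix. Fluorescence read initially and after 30 min at RT; signal change reflects glutamate formation.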
HP1b binding inh = HP1-beta chromodomain-methylated histone interaction inhibition | P83916 | AlphaScreen HP1-beta / biotin-H3K9me3 peptide binding | Potency, µM (series often up to 114 µM), for the others: at the top dose activity change, negative = inhibition, usual class: inhibitors | actives 0.56% (n = 390,000) | AID 540317; also: potency is read from the fitted curve at half-maximal effect; nearly all actives have a fitted effect of over 70% in size; inactives centre near 23
Target sequence (P83916 whole entry, looked up): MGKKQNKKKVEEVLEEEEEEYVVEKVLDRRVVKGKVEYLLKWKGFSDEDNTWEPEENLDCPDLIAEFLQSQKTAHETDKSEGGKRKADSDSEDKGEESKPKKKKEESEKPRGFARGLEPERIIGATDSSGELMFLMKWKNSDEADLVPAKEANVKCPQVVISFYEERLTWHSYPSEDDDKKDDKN
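AlphaScreen: HP1-beta (50 nM) preformed 30 min with biotin-H3(1-18)K9me3 peptide (50 nM) in PBS pH 7.4, 0.01% Tween-20. Compound added for 30 min at RT, then streptavidin donor/nickel chelate acceptor beads (10 ug/mL) for 30 min.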
Pin1 inh = blocks the human prolyl isomerase Pin1; Q13526; Pin1 FP peptide displacement, HiFluor488, 10 min; Potency, µM (highest dose often 115 µM), inactives show top-dose activity, negative = inhibition, actives largely listed as inhibitors; actives 0.009% (n = 390,000); AID 504891; active = well fitted inhibition curve with a large enough effect in the polarisation, with a control signal flat, not every such curve was filed as active; inconclusive = small, poorly fitted or top-dose-only effect, or effect the other way, or a change in a side signal; inactive = no such curve, though single readings can be large or run the other way; the % refers to the polarisation; also: potency is read from the fitted curve at half-maximal effect; % is scaled to controls: 0 for no effect and ±100 for the full control effect
Target sequence (Q13526 whole entry, looked up): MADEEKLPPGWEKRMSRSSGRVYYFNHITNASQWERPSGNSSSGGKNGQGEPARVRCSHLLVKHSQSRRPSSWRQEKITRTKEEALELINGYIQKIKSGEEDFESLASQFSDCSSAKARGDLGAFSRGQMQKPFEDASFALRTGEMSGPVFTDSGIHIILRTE
* = called active by the depositor; i = inactive; ? = inconclusive; · = no result given; & = joins results of further samples; [ ] = dose if it differs, or a comment. Unless noted, calls follow the shape of the dose curve; as a rule, active = well fitted curve in the direction sought with a large enough effect; inconclusive = small, poorly fitted or top-dose-only effect, or another doubt; inactive = no such curve, though single readings can be large; an effect the other way counts as inactive or inconclusive. Some of the compounds tested; count on the stated rates, not on these rows.

compound,TrxR1 inh,PI4K2A block,USP1-UAF1 inh,Tb PGK inh,mIDH1 inhibitor,TrxR1 substrate,GLS inhibitor,HP1b binding inh,Pin1 inh
O=C(COc1ccc(S(=O)(=O)N2CCCCC2)cc1)NC1CCCCC1,7%[57.1 µM],-4,-3%,-3%,-1%,9%[57.1 µM],0%,15%,5%
CC1CC(C)C(=NNC(N)=O)C(C(O)CC2CCC(=O)NC2=O)C1 (stereo unspecified),-16%[57.1 µM],-1,-14%,-2%,-1%,-3%[57.1 µM],-2%,5%[57 µM],-1%
NC(=O)c1ccccc1NC(=O)N1CCOCC1,10%,10,0%,6%,6%,2%[57.1 µM],-2%,54%[activator],-2%
S=C(Nc1ccccc1Cl)N(Cc1ccccc1)Cc1cccnc1,1%[57.1 µM],2,-4%,3%,-5%,4%[57.1 µM],2%,29%,-4%
CC(=O)N/N=C/c1ccccc1OCCOc1cccc(C)c1,2%,-1,-19%,i,12%,-7%,-9%,50%[activator],-3%
Cc1ccc(NS(=O)(=O)c2ccc3c(c2)C(C(C)C)C(=O)N3)cc1C (stereo unspecified),17%[57.1 µM],-1,-27%,-3%,11%,2%[57.1 µM],-9%,25%,1%
CCC(C)c1ccc(NC(=O)Nc2cnccn2)cc1 (stereo unspecified),21%,0,-24%,-11%,0%,3%,-13%,33%,0%
CCOCCc1nn2c(=O)cc(COC(=O)C(CC)c3ccccc3)nc2s1 (stereo unspecified),5%[57.1 µM],5,-8%,9%,-4%,-2%[57.1 µM],14%,41%[activator],-8%
COc1ccc(C2NC(=O)C(C#N)=C(S)N2c2ccccc2)cc1OC (stereo unspecified),20%[57.1 µM],-4,-9%,-1%,6%,-13%[57.1 µM],0%,43%[activator],-3%
Cc1onc(C(=O)NCc2ccc(F)cc2)c1[N+](=O)[O-],8%,-5,-7%,i,-3%,6%,-7%,38%,-4%
CCOC(=O)C1=CC[C@H]2c3c(c4ccccc4n3C)C(=O)C1N2S(=O)(=O)c1ccc(C)cc1,3%,3,-15%,0%,-2%,-3%,1%,21%,18%
CCc1ccc(NC(=O)C(=O)NNC(=O)c2cccs2)cc1,22%,-1,-11%,-5%,-12%,-2%,5%,18%,-18%
CC(=O)Nc1ccn(C2OC(C(COC(C)=O)NC(=O)C(CCCCNC(=O)OCc3ccccc3)NC(=O)OC(C)(C)C)C(OC(C)=O)C2OC(C)=O)c(=O)n1 (stereo unspecified),3%,·,·,·,·,-5%,·,25%,3%
O=C(N/N=C/c1ccc2c(c1)OCO2)C(O)c1ccccc1 (stereo unspecified),-19%,2,-10%,0%,3%,-12%,-9%,25%,-11%
Cc1ccc(/C=C(\C#N)C(=O)Nc2cccc3ncccc23)o1,?,-14,-23%,-4%,5%,-7%,-1%,-6%,?
CCCn1c(=O)c2sccc2n2c(CCCC(=O)NC3CCC(C)CC3)nnc12 (stereo unspecified),25%,3,-2%,-14%,-6%,10%,-5%,17%,6%
O=C(Nc1ccc(-c2ccc(N3CCCCC3)nn2)cc1)c1ccco1,?,-17,-18%,-4%,1%,2%,2%,5%,?
N=c1ccn(Cc2ccc(Cl)cc2Cl)cc1,10%[57.1 µM],-3,-20%,i,7%,-8%[57.1 µM],-2%,37%,0%
CCCCc1nc2cc(C(=O)N(C)C3CCOCC3)ccc2o1,36%,-5,-11%,0%,-8%,7%,4%,31%,-1%
Cc1c(NC(=O)/C(C#N)=C/c2c(N3CCCCC3)nc3ccccn3c2=O)c(=O)n(-c2ccccc2)n1C,21%,-13,-10%,i,13%,-1%,0%,26%,-1%
CCCCn1c(N)c(N(CC(C)C)C(=O)CCNC(=O)c2ccccc2Cl)c(=O)[nH]c1=O,10%[57.1 µM],4,-13%,-6%,-8%,-8%[57.1 µM],-10%,13%,9%
COC(=O)CCNC(=O)c1ccc2nc(Cc3ccc(OC)c(OC)c3)oc2c1,17%,3,-12%,i,-12%,-5%,-4%,17%,2%
COc1ccccc1C(=O)NC(=O)CSc1nnc2ccccn12,-11%,7,3%,-1%,-4%,7%,3%,18%,1%
COc1ccc(CCn2c(=O)[nH]c3cc(C(=O)N4CCN(c5ccccc5)CC4)ccc3c2=O)cc1OC,14%&6%[57.1 µM],0&0,-15%&0%,-7%,2%&0%,-2%&6%[57.1 µM],-11%&3%,14%&30%,2%&-8%
COc1ccc(NC(=O)CSc2nnc(C(C)C)n2N)cc1,8%,-6,-19%,i,9%,-7%[57.1 µM],-1%,27%,5%
COc1ccc(CCNC(=O)CCN2C(=O)[C@@H]3Cc4ccccc4CN3C2=O)cc1,-3%,16,-13%,-3%,-8%,-2%,-8%,34%[activator],7%
O=c1c2c(ncn1CCO)nc1n2CCC1,-11%,5,-7%,i,0%,-7%,21%,34%[activator],0%
Clc1ccc(-n2nnc(-c3cccnc3)n2)cc1Cl,7%,1,-16%,-3%,-7%,2%,-10%,41%[activator],12%
CN(CC(=O)Nn1cnnc1)S(=O)(=O)c1cc(Cl)ccc1Cl,19%,6,-2%,-8%,1%,1%,11%,12%,2%
COc1cc(NS(=O)(=O)c2ccc(NC(=O)COc3ccccc3Cl)cc2)nc(OC)n1,5%,1,-21%,i,-1%,-1%,-1%,55%[activator],-2%
CSc1ncc(C(=O)Nc2ccccc2C(=O)c2ccccc2)c(C)n1,-4%,4,-13%,-6%,10%,-9%,-2%,-18%,18%
CN(CCC#N)CC(=O)Nc1ccc(NC(=O)CN(C)CCC#N)cc1,8%,6,-5%,·,4%,4%,-2%,22%,-1%
COc1cc(CC(NC(C)=O)C(=O)NC2CCN(S(=O)(=O)c3ccc(NC(C)=O)cc3)CC2)cc(OC)c1 (stereo unspecified),3%[57.1 µM],0,-19%,-3%,12%,-1%,-14%,-7%,-9%
Cc1ccc(NC(=O)COC(=O)CN2CCCCCC2=O)cc1C,13%,6,-7%,i,-4%,-1%,-8%,13%,3%
CC1CCN(S(=O)(=O)c2cccc(C(=O)Nc3nncs3)c2)CC1,6%,0,-2%,9%,-7%,2%,8%,25%,4%
O=C(CSc1nc2ccccc2c(=O)n1Cc1ccco1)NCCN1C(=O)CSC1=O,22%,3,-4%,-10%,-1%,6%,-13%,-10%,3%
COc1ccccc1-c1nc(S(=O)(=O)c2ccccc2)c(N2CCOCC2)o1,?,8,-19%,-5%,4%,1%,-7%,36%,-1%
COc1ccc(C)cc1-n1nnnc1SCC(=O)NC1CC1,-8%,0,1%,-5%,1%,-11%,7%,14%,-7%
Cc1ccc2c(c1)c1c(c(=O)n(-c3ccccc3)c(=O)n1Cc1ccccc1C)n2C,14%,-4,-14%,0%,-9%,24%,11%,34%,?
C=C(C)C1CC=C(C)C(=NNC(=O)c2ccncc2)C1 (stereo unspecified),-3%[2.29 µM],0,-18%,-8%,17%,6%[57.1 µM],4%,15%[57 µM],0%
CC(C)CCn1cnc2c(NCc3ccccc3)ncnc21,6%,0,-18%,-6%,10%,2%,0%,22%,2%
COc1ccccc1N(CC(=O)NCC1CCCO1)C(=O)CNS(=O)(=O)c1ccccc1 (stereo unspecified),17%[57.1 µM],-14,-21%,-9%,-4%,4%[57.1 µM],3%,45%[activator],1%
Cc1c(C(=O)Nc2ccc3nc(N4CCOCC4)sc3c2)oc2ccccc12,15%,3,-9%,-5%,-10%,-4%,13%,18%,17%

For convenience, part of the list above.
compound,TrxR1 inh,PI4K2A block,USP1-UAF1 inh,Tb PGK inh,mIDH1 inhibitor,TrxR1 substrate,GLS inhibitor,HP1b binding inh,Pin1 inh
CC(C)CCn1cnc2c(NCc3ccccc3)ncnc21,6%,0,-18%,-6%,10%,2%,0%,22%,2%
COc1ccccc1N(CC(=O)NCC1CCCO1)C(=O)CNS(=O)(=O)c1ccccc1 (stereo unspecified),17%[57.1 µM],-14,-21%,-9%,-4%,4%[57.1 µM],3%,45%[activator],1%
Cc1c(C(=O)Nc2ccc3nc(N4CCOCC4)sc3c2)oc2ccccc12,15%,3,-9%,-5%,-10%,-4%,13%,18%,17%
